High-throughput results from PubChem BioAssay.
RTF Ca sens act: cardiac RTF calcium sensitization; P19429+P45379; IANBD-labeled TnC RTF fluorescence at EC20 calcium; 0% EC20 calcium, 100% full calcium; activation, % at 7.2 µM; actives 0.24% (n = 340,000);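 active = activation above the mean over all tested compounds plus 3 SD, cut at about 30% in these data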;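 note: rise in fluorescence read as greater calcium sensitivity of cardiac thin filaments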
C-LANA FP: KSHV C-LANA DNA binding inhibition | inhibition, % at 9 µM | actives 0.078% (n = 340,000) | MBP-C-LANA/FAM-LBS DNA binding, fluorescence polarization;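 active = highest replicate inhibition at or above 60% at 9 µM, even if other replicates fall short; inactive = all replicates below 60% inhibition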;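 note: 0% = neutral control wells and 100% = 4 µM acridine orange control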
Rtt109 Vps75: inhibitors of Candida albicans Rtt109/Vps75 histone acetyltransferase | Q5AAJ8 | purified Rtt109/Vps75, ThioGlo CoA-SH fluorescence, 4 h | inhibition, % at 34.9 µM | actives 0.16% (n = 330,000);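 active = inhibition of at least 50% in every replicate; inconclusive = best replicate reaches 50% inhibition but some replicates fall short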
Target sequence (Q5AAJ8 whole entry, looked up): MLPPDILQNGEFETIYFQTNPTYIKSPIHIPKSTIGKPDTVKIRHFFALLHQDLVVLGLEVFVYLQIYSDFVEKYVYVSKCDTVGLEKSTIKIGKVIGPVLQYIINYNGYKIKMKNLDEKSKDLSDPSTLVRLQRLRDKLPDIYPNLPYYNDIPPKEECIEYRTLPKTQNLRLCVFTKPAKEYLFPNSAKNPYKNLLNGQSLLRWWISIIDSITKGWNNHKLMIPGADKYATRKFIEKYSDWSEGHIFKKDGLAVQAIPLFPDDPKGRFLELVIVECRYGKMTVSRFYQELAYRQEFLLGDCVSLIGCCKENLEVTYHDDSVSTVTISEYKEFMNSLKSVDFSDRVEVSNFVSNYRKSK
Keap1-Nrf2 PPI: inhibitors of human Keap1-Nrf2 protein-protein interaction | Q14145 | Keap1 Kelch-Nrf2 peptide fluorescence polarization, 1536-well | inhibition, % at 9.4 µM | actives 0.15% (n = 340,000) | AID 504523; in the data active = inhibition above about 12%; inconclusive = no clear call, values can overlap the other calls; inactive = below about 7.3%;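 note: human Keap1 Kelch domain with fluorescein labeled Nrf2 9mer peptide probe; 0% = neutral control wells and 100% = peptide positive control; higher means more block of Keap1 binding to Nrf2 peptide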
Target sequence (Q14145 whole entry, looked up, the tested form may be a part): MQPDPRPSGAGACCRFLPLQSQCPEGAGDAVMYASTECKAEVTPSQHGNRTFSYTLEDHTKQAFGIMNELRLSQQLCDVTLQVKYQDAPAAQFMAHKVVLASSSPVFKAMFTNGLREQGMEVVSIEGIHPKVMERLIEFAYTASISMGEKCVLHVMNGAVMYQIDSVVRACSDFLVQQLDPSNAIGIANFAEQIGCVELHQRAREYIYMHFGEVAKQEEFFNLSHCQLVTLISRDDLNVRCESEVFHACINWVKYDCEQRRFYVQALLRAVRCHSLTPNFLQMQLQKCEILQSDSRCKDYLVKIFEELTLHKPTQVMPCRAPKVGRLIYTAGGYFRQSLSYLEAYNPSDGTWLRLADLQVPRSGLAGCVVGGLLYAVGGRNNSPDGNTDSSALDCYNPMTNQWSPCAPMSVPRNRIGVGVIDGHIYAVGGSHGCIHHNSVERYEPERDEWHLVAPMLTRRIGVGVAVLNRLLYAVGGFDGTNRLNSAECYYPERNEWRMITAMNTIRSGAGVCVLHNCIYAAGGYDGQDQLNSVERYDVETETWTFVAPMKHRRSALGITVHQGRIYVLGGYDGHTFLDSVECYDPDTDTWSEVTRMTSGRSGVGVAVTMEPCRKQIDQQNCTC
PKA-R2B activ: activates the human PKA-R2B holoenzyme complex; PKA-R2B holoenzyme dissociation, Cy5-IP20 fluorescence polarization; R2B truncated from residue 108, S112A mutant; 0% DMSO only, 100% 113 µM cGMP; AID 504700; actives 0.079% (n = 340,000); activation, % at 11.4 µM;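 active = activation above a cutoff set at the mean over all compounds plus 3 SD, cut at about 18% in these data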;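 note: higher means more holoenzyme dissociation and a rise in polarization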
DAGLB inh: diacylglycerol lipase beta (human) inhibition. actives 0.059% (n = 340,000). HEK293T DAGLB membrane lysate, EnzChek fluorogenic substrate. Q8NCG7. inhibition, % at 5.17 µM; in the data active = inhibition above about 34%;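 note: 0% = enzyme with vehicle and 100% = wells lacking enzyme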
CAL PDZ FP-1: inhibitors of human CAL PDZ peptide binding | Q9HD26 | purified CAL PDZ, TMR-peptide fluorescence polarization, 1 h | inhibition, % at 24.9 µM | actives 0.92% (n = 300,000) | AID 602252;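 active = mean inhibition of at least 30% with at least half of replicates also reaching 30%; inconclusive = no clear call, values can overlap the other calls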;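 note: 0% = DMSO neutral control and 100% = excess unlabeled competitor peptide PRC23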
RTF Ca sens inh: cardiac RTF calcium desensitization. P19429+P45379. IANBD-labeled cardiac RTF, Ca2+ fluorescence. inhibition, % at 7.15 µM. actives 0.12% (n = 340,000);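 active = inhibition above the mean inhibition of all tested compounds plus 3 SD, cut at about 17% in these data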;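 note: assay run at fixed EC70 calcium of 1.6 mM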
CAL PDZ FP-2: inhibitors of human CAL PDZ peptide binding | Q9HD26 | purified CAL PDZ, TMR-peptide fluorescence polarization, 1 h | inhibition, % at 20 µM | actives 0.02% (n = 330,000) | AID 504414;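 active = highest replicate inhibition of at least 40%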;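 note: plate controls were DMSO neutral control wells for no effect and unlabeled competitor peptide control wells for full effect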
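Read-out basis: mP drop reported as inhibition | Assay system: Tagged CAL PDZ protein CerCALP, purified | Benchmarks: Unlabelled peptide for full inhibition, DMSO wells as neutral | Schedule: 1 h incubation at room temperature before polarization reading | Buffer or medium: Sodium phosphate/NaCl buffer pH 7.4 with TCEP, IgG, Thesit | Doses: Single point, 20 µM | Measured by: Fluorescence polarization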
SR-BI DiI-HDL act: SR-BI HDL lipid transfer activation; CHO ldlA[mSR-BI] cells, DiI-HDL uptake fluorescence, 3 h; 100 = double the neutral-control signal; activation, % at 12.5 µM; actives 0.096% (n = 320,000); AID 504775;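 active = mean replicate activation of at least 60% and every replicate at or above 60%; inconclusive = mean or all-replicate condition met, but not both; inactive = mean below 60% and not all replicates reaching 60%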;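 note: 0% = median plate neutral-control signal and 100% = twice that signal; values of inactives mirror those of a sister screen read the other way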
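Material – SR-BI-overexpressing, LDLR-lacking CHO cells · Medium – BSA-supplemented, HEPES-buffered Ham's F12, pH 7.4 · Doses – single concentration · Times – compound with DiI-HDL co-incubation, 3 h at 37 °C · Measured by – bottom-read fluorescence, 550/595 nm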
Starred values were filed as active, the others as inactive; ? = inconclusive; . = no result given.

SMILES | RTF Ca sens act | C-LANA FP | Rtt109 Vps75 | Keap1-Nrf2 PPI | PKA-R2B activ | DAGLB inh | CAL PDZ FP-1 | RTF Ca sens inh | CAL PDZ FP-2 | SR-BI DiI-HDL act
O=C(C/C=N/OCc1ccccc1F)c1cnc(-c2ccc(Cl)cc2)s1 | 0 | 0.7 | -3 | -8 | -14 | -7 | 7 | -8 | -1.0 | -14
CC1(c2ccc3c(c2)OCCCO3)NC(=O)N(CC(=O)NCCc2ccccc2)C1=O (stereo unspecified) | 0 | -1.5 | 1 | -5 | 0 | 1 | -4 | -7 | -1.1 | -13
Cc1ccc(S(=O)(=O)N(C)C[C@@H]2Oc3ccc(NS(=O)(=O)c4ccccc4)cc3CC(=O)N([C@@H](C)CO)C[C@H]2C)cc1 | -4 | 0.3 | 21 | -2 | -1 | -3 | -3 | 2 | -0.9 | 20
COc1cc(C(=O)OCCCN2CCOCC2)ccc1O | 2 | -0.6 | -2 | -2 | -2 | -1 | 6 | -7 | -0.9 | 18
O/N=C/c1ccnc(SCc2ccc(Cl)cc2)n1 | -2 | 0.5 | -7 | -3 | 2 | -3 | -4 | 3 | 0.0 | 2
Cc1cc(C)nc(NC(=O)Cc2ccc(Cl)cc2)c1 | -2 | 0.2 | 5 | -2 | -4 | -3 | 33* | -8 | -1.6 | -1
Cc1nn(C)c(=O)n1-c1ccccc1 | -3 | 1.2 | -3 | 1 | 0 | -2 | 0 | -4 | . | 17
CCn1c(CC(=O)Nc2ccccc2C)nnc1SCC(=O)NC1=NCCS1 | 0 | 1.3 | -4 | -3 | -2 | 1 | -4 | -6 | -0.9 | .
Cc1c(Br)c([N+](=O)[O-])nn1CC(=O)Nc1ccc2nc3n(c(=O)c2c1)CCCC3 | -2 | -1.6 | 2 | -2 | 6 | 1 | -5 | -9 | -3.8 | -38
Nc1cc[n+](CC(=O)Nc2ccccc2)cc1 | -6 | 1.3 | -4 | 1 | 2 | -1 | . | 6 | -0.2 | 23
O=C(CCS(=O)(=O)c1ccccc1)Nc1ccc(-c2nc3ccccc3s2)cc1 | 1 | 1.9 | -3 | -1 | -4 | 0 | -9 | -5 | -1.0 | -28
COc1ccccc1-c1nnn(C/C(N)=N/O)n1 | 10 | 0.3 | 5 | -4 | 3 | 2 | -4 | -25 | -0.2 | 16
O=S(=O)(NCCc1csc(-c2cccnc2)n1)c1ccc(Cl)s1 | -2 | -0.1 | -1 | -1 | 4 | -1 | 2 | -4 | 0.5 | 11
CN(C(=O)c1ccc(NC(=O)C2CCCN(C(=O)OC(C)(C)C)C2)cc1)C1CCCCC1 (stereo unspecified) | -3 | 1.0 | 11 | -1 | -2 | 2 | 0 | -1 | -0.4 | -3
CC1CCCN(C(=O)c2cc(S(=O)(=O)N3CCCCC3)c[nH]2)C1 (stereo unspecified) | -3 | -1.3 | 1 | 5 | 8 | 2 | . | -9 | -0.1 | 25
CCc1c(C(=O)NNC(=O)Nc2ccc3c(c2)OCO3)csc1C | 2 | -2.3 | 0 | 1 | 2 | -1 | 0 | -4 | -1.1 | -12
ClC1(Cl)CC1Cn1c(C2CC2)nc2ccccc21 (stereo unspecified) | -3 | -0.2 | -3 | -3 | -14 | -2 | . | -6 | -0.7 | -10
Cc1occc1C(=O)NN1C(=O)C2C3CCC(O3)C2C1=O (stereo unspecified) | 0 | -1.9 | 5 | -5 | 2 | -3 | -2 | -7 | -0.1 | 35
CCN(C[C@H]1N[C@@](C)(C(=O)OC)[C@H]2C(=O)N(Cc3ccccc3)C(=O)[C@@H]12)S(=O)(=O)c1ccc(F)cc1 | -3 | -0.3 | -3 | -2 | 4 | -4 | -14 | -6 | -0.4 | -3
CC(=O)Nc1ccc(OCCOc2ccc(/C=C3/C(=N)N4C=CSC4=NC3=O)cc2)cc1 | 0 | 0.6 | 19 | -6 | 0 | 2 | 3 | -5 | 0.0 | -45
CCOC(=O)C(C)Oc1cccc2c(=O)n(CC(=O)NCCc3ccccc3)ccc12 (stereo unspecified) | -2 | -12 | 0 | 2 | 6 | -1 | -1 | 6 | -0.8 | -27
CCC(C)c1ccc(-c2cc(C(=O)OCC(=O)Nc3cc(C)on3)c3ccccc3n2)cc1 (stereo unspecified) | -4 | -0.4 | 10 | -1 | 2 | -3 | -6 | 7 | -1.1 | 4
CC(=O)c1cnc(-c2ccccn2)s1 | -1 | 1.2 | -5 | -2 | -4 | 1 | -1 | 11 | -2.1 | 5
O=[N+]([O-])c1ccc(CN2CCSCC2)cc1 | -2 | -0.2 | 4 | -2 | -12 | -3 | 4 | 2 | -0.6 | -13

Record cards (already shown).
`CCC(C)c1ccc(-c2cc(C(=O)OCC(=O)Nc3cc(C)on3)c3ccccc3n2)cc1` (stereo unspecified) across the screens: RTF Ca sens act = -4; C-LANA FP = -0.4; Rtt109 Vps75 = 10; Keap1-Nrf2 PPI = -1; PKA-R2B activ = 2; DAGLB inh = -3; CAL PDZ FP-1 = -6; RTF Ca sens inh = 7; CAL PDZ FP-2 = -1.1; SR-BI DiI-HDL act = 4
`CC1CCCN(C(=O)c2cc(S(=O)(=O)N3CCCCC3)c[nH]2)C1` (stereo unspecified) across the screens: RTF Ca sens act = -3; C-LANA FP = -1.3; Rtt109 Vps75 = 1; Keap1-Nrf2 PPI = 5; PKA-R2B activ = 8; DAGLB inh = 2; CAL PDZ FP-1 = .; RTF Ca sens inh = -9; CAL PDZ FP-2 = -0.1; SR-BI DiI-HDL act = 25

Next entries:
SMILES | RTF Ca sens act | C-LANA FP | Rtt109 Vps75 | Keap1-Nrf2 PPI | PKA-R2B activ | DAGLB inh | CAL PDZ FP-1 | RTF Ca sens inh | CAL PDZ FP-2 | SR-BI DiI-HDL act
COc1cccc(-n2c(SCC(=O)NCC3CCCO3)nc3c(c2=O)SCC3)c1 (stereo unspecified) | -5 | 0.5 | -1 | -2 | -2 | 1 | 0 | 0 | 0.6 | 5
Cc1ccccc1NC(=O)CSc1ccc2nnc(-c3ccccn3)n2n1 | 6 | -0.2 | -1 | 1 | -4 | -1 | 1 | -5 | -2.4 | 12
O=C(CCc1ccccc1)NNc1ccc(F)cc1 | 0 | 8.4 | -5 | 13* | -7 | -1 | -6 | -7 | -0.7 | 0
COc1ccc2c(CC(=O)N3CCc4ccccc43)coc2c1 | -5 | -0.1 | -3 | 1 | -2 | -4 | -3 | -3 | 0.5 | -15
COc1ccccc1N(CC(=O)Nc1cc(C)on1)S(=O)(=O)c1ccc(Cl)cc1 | 1 | -0.2 | 9 | 0 | 3 | -7 | 0 | -9 | -1.0 | 2
CCOC(=O)N1CCN(C(=O)C(=O)NN)CC1 | 3 | -0.3 | 13 | -1 | -9 | 1 | 5 | 15 | -1.4 | 38
Cc1cc(C)n2nc(C(=O)Nc3nnc(C4CC4)s3)nc2n1 | 6 | 0.1 | ? | -3 | 4 | 2 | -1 | 1 | -0.3 | -5
C#CCOc1ccc(C2C3=C(CC(C)(C)CC3=O)N(CC(=O)O)C3=C2C(=O)CC(C)(C)C3)cc1 | 3 | 0.9 | 0 | -3 | 1 | 0 | -5 | -2 | -0.9 | 5
COc1cccc(NC(=S)N2C3CCCC2CC(NC(=O)C2CC2)C3)c1 (stereo unspecified) | -2 | -1.9 | 19 | 2 | -8 | 1 | -4 | 6 | -1.7 | -4
O=C(NCc1n[nH]c(=S)n1-c1ccc(Br)cc1)c1ccc(S(=O)(=O)N2CCCC2)cc1 | 4 | 2.5 | 0 | 6 | 8 | 0 | 7 | -7 | -2.3 | 8
COC(c1ccccc1)c1nc2ccccc2[nH]c1=O (stereo unspecified) | 6 | -0.7 | 9 | -4 | -3 | -4 | -4 | -12 | -0.7 | 16
CC1=NN(c2ccccc2)C(=O)/C1=C\c1sccc1C | -7 | 0.2 | -6 | -3 | 8 | 7 | . | 0 | 0.1 | -15
CCC1CCCCN1C(=S)NC(=O)c1ccco1 (stereo unspecified) | 0 | 1.2 | 1 | -9 | -8 | -8 | 4 | -7 | -1.0 | 17
CC(=O)Nc1ccc(NC(=O)C(C)OC(=O)CNC(=O)c2sc3ccccc3c2Cl)cc1 (stereo unspecified) | -1 | -1.7 | 1 | -1 | 5 | 0 | -2 | 6 | -0.5 | 34
Cc1cc(NC(=O)CCS(=O)(=O)c2ccc(F)cc2)no1 | 0 | 0.9 | -3 | -5 | 2 | -1 | 4 | -1 | -1.8 | 4
O=C(NCCc1csc(-c2cccnc2)n1)c1ccccc1Br | 5 | 0.2 | -6 | 4 | -6 | -1 | -2 | -6 | -0.6 | -24
CCCCc1nnc(NC(=O)CN2C(=O)c3ccccc3C2=O)s1 | 0 | 0.0 | 12 | -1 | 3 | 1 | -2 | 4 | -1.9 | -1
CCCSc1nsc(N)n1 | 3 | -1.0 | -9 | -3 | 6 | 2 | -10 | -5 | -0.9 | -4
CC(=O)Nc1ccc(S(=O)(=O)N2CCCC2C(=O)O)cc1 (stereo unspecified) | 8 | -0.8 | 0 | -6 | -6 | 1 | 1 | -1 | -2.1 | 12
Cc1c(C(=O)O)oc2ccc(S(=O)(=O)N3CC(C)CC(C)C3)cc12 (stereo unspecified) | 2 | -0.1 | 1 | -4 | -3 | -1 | . | -5 | -0.6 | 10
O=C(Cc1ccc(F)cc1)NCc1cccnc1 | -4 | -0.1 | -19 | -7 | -4 | 0 | 2 | -32 | -2.1 | 14
COc1cccc(C(=O)Nc2c(C)nn(-c3ccccc3)c2C)c1 | -3 | -0.1 | . | -6 | -6 | 4 | -1 | 2 | -2.0 | 1
COC(=O)CCC(=O)Nc1sc2c(c1C#N)CCCC2 | -4 | 0.1 | -12 | 0 | -3 | -4 | -6 | -4 | -1.4 | 14
NC(=O)c1ccccc1NC(=O)/C=C/c1ccccc1 | 3 | -0.2 | -13 | -1 | 9 | 0 | 2 | -9 | -0.7 | -15
CN1CCN(C(=O)Cn2c(=O)oc3cc(S(=O)(=O)NCc4ccccc4)ccc32)CC1 | -6 | 0.2 | -6 | -6 | 2 | -1 | . | 1 | -0.4 | -16
O=C(CNC(=O)OCc1ccccc1)NCC(=O)Oc1ccc([N+](=O)[O-])cc1 | -3 | -0.7 | 6 | -4 | -8 | 1 | 1 | 0 | 0.4 | 13
O=C1/C(=C\c2ccco2)SC(=S)N1Cc1ccccc1 | -8 | -3.5 | 0 | 2 | -3 | 13 | -2 | -17 | -1.2 | 22
Cc1cc(C)c(C)c(C(=O)COC(=O)CNC(=O)CNC(=O)c2ccco2)c1C | 5 | 1.5 | -4 | -3 | -7 | 0 | -3 | 5 | -3.5 | -13
NNC(=O)c1ccc(S(=O)(=O)N2CCc3ccccc32)cc1 | -1 | 1.5 | 0 | 4 | 11 | -10 | -3 | -1 | -0.8 | 23
